Screening data as filed in PubChem BioAssay.
CCHF vOTU inh – CCHFV vOTU protease inhibitors, primary screen, biochemical, Pep-AMC substrate, fluorescence | Crimean-Congo hemorrhagic fever virus L polyprotein viral ovarian tumor (vOTU) protease … | inhibition, % at 11.5 µM | hit rate 0.55% among 370,000; in the data active means inhibition above about 30%; further: 0% = vehicle wells with enzyme and 100% = no enzyme wells
SSB-PriA inh – inhibitors of Klebsiella pneumoniae PriA binding to SSB C-terminal tail, primary screen, biochemical, AlphaScreen; AlphaScreen SSBct-PriA binding, biotinylated peptide; hit rate 0.6% among 430,000; PriA–SSB C-terminal tail interaction (Klebsiella pneumoniae); inhibition, % at 33 µM; in the data active means inhibition mostly above about 37%, no sharp cut-off; inactive means mostly below about 20%;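 further: plate controls were negative control peptide for no effect and reference peptide for full effect; strong numbers were not always called active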
BoNT A protease – BoNT/A light chain protease inhibitors, primary screen, biochemical, flow cytometry, MLPCN library; inhibition, % at 10 µM; multiplex microsphere protease substrate cleavage; Botulinum neurotoxin type A light chain protease (Clostridium botulinum A str. ATCC 3502); hit rate 0.17% among 360,000; AID 588499, 2011; further: plate controls were buffer without enzyme for full effect and enzyme alone for no effect
VHR inh abs – VHR1 phosphatase inhibitors, primary screen, biochemical, absorbance, uHTS; inhibition, % at 13.3 µM; AID 1654, 2009; Dual specificity protein phosphatase 3 (Homo sapiens), P51452; hit rate 0.52% among 290,000; recombinant VHR phosphatase, pNPP absorbance; in the data active means inhibition above about 50%; further: some compounds called inactive have numbers as strong as hits
Target sequence (P51452 whole entry, looked up): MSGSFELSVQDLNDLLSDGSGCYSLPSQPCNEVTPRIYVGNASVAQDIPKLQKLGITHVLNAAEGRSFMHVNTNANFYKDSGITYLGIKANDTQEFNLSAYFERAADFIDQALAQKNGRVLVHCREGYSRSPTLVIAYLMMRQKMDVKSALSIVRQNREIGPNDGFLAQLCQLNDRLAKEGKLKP
Anthrax LF prot – Bacillus anthracis LF protease inhibitors, primary screen, biochemical, multiplex microsphere, MLPCN library. hit rate 0.12% among 360,000. inhibition, % at 10 µM. multiplex microsphere protease cleavage assay; further: plate controls were buffer without enzyme for full effect and enzyme alone for no effect
Target sequence (P15917 whole entry, looked up): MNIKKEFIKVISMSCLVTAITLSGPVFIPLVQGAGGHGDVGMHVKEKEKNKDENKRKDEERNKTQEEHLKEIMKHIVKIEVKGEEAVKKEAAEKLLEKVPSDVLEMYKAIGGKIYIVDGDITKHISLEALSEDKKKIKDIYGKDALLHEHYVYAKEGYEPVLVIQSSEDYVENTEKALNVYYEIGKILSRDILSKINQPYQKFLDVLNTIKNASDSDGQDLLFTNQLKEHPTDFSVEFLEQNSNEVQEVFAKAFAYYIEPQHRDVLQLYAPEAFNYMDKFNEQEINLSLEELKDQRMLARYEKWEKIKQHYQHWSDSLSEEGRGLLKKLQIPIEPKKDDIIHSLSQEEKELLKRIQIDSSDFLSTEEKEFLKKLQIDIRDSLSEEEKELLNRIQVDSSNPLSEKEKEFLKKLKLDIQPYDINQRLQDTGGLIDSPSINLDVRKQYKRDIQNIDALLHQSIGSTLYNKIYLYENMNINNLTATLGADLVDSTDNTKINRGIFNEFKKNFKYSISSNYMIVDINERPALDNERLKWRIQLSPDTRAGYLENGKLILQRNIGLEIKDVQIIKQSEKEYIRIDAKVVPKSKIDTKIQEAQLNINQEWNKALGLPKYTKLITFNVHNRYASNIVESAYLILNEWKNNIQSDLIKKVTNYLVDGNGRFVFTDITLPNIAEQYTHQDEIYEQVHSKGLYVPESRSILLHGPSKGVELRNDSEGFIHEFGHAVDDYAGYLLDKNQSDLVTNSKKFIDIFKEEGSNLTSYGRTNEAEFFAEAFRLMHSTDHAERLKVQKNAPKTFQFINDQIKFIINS
TcdB inh – TcdB glycohydrolase inhibitors, primary screen, biochemical, single point, plate reader | Toxin B (Clostridioides difficile), P18177 | TcdB glycohydrolase enzymatic assay | inhibition, % at 9.99 µM | hit rate 0.24% among 350,000 | AID 652162, 2013; in the data active means inhibition above about 10%
Vc quorum ag – inducers of Vibrio cholerae quorum light production without autoinducers, primary screen, BH1578 luxS cqsA deficient, single point; V. cholerae BH1578 lux reporter, luminescence, 6 h; activation, % at 18.7 µM; hit rate 0.16% among 350,000; AID 588436, 2011; in the data active means activation mostly above about 9.7%, no sharp cut-off; inconclusive means no clear call, values can overlap the other calls; inactive means mostly below about 3.7%; further: not every result past the cut was called active; inactives centre near 0; reference of the scale not given here
PfHsp40 yeast – rescue of yeast from PfHsp40 toxicity, primary screen, S. cerevisiae, ATP luminescence; S. cerevisiae expressing PfHsp40, growth rescue; growth rescue, % at 12.5 µM; hit rate 0.68% among 340,000; in the data active means growth rescue above about 28%, passing the limit was not always enough; inconclusive means no clear call, values can overlap the other calls;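 further: yeast W303a lacking pdr1 and pdr3 grown in galactose medium; growth measured after three days at 30 °C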
3CLpro inhibitor – SARS-CoV 3CLpro protease inhibitors, primary screen, biochemical, quenched FRET | AID 1706, 2009 | hit rate 0.14% among 290,000 | recombinant SARS-CoV 3CLpro, quenched FRET peptide cleavage | inhibition, % at 6 µM; in the data active means inhibition above about 12%
Yp Topo-I inh – Yersinia pestis topoisomerase I inhibitors, primary screen, biochemical, cleavage product accumulation, plate reader, single point; DNA topoisomerase I (Yersinia pestis CO92); Y. pestis Topo-I cleavage product accumulation; activity, % at 10 µM; hit rate 0.064% among 360,000; AID 504884, 2011; in the data active means activity above about 50%, passing the limit was not always enough; inconclusive means no clear call, values can overlap the other calls; further: inactives centre near 2
Starred values were filed as active, the others as inactive; i = inactive; ? = inconclusive; · = no result given; & = joins results of further samples. Unless noted, no stated cut-off is given here; in the data, active means inhibition above about 30%; inconclusive means no clear call, values can overlap the other calls; inactive means below that. Some of the compounds tested. The share of hits here may be higher or lower than overall.

SMILES	CCHF vOTU inh	SSB-PriA inh	BoNT A protease	VHR inh abs	Anthrax LF prot	TcdB inh	Vc quorum ag	PfHsp40 yeast	3CLpro inhibitor	Yp Topo-I inh
Cc1cccc(C)c1NC(=O)CCCN1C(=O)C(c2ccccc2)Oc2cccnc21 (stereo unspecified)	-3	-8	-1.7	-7	-2	0.4	i	-0.3	1	20
COc1ccc(CC(=O)NC(CC(=O)O)c2ccc(OC)cc2)cc1 (stereo unspecified)	6	-9	1.0	-5	-2	·	-1.0	-1.1	10	-3
Cc1cccc(NS(=O)(=O)c2ccc(C)c(C(=O)NCC(c3cccs3)N(C)C)c2)c1 (stereo unspecified)	10	-7	3.1	·	-2	2.0	-1.8	0.4	·	4
CN(C)c1ncc(S(=O)(=O)c2ccccc2)c(-c2ccc(Cl)cc2Cl)n1	-2	-5	?	14	1	·	-2.8	2.8	3	-2
COc1c(Cl)cc(Cl)cc1CNCCNCCO	6	-20	-0.6	28	-3	0.4	3.3	0.6	1	-1
COc1cccc(N2C(=O)CC(N3CCN(S(=O)(=O)c4ccccc4)CC3)C2=O)c1 (stereo unspecified)	11	-13	-0.5	40	-4	·	0.6	0.1	0	-1
Cc1cccc(C(=O)NC(=S)Nc2ccc(S(=O)(=O)N3CCN(C)CC3)cc2)c1	6	6	-0.6	9	-2	·	-0.7	0.6	2	8
O=S(=O)(NCCCN1CCN(c2ccccc2F)CC1)c1cccc2cccnc12	·	0	0.7	9	-2	·	-0.4	-1.0	-1	13
Cc1ccc(C)c(N(CC(=O)NC2CCCC2)C(=O)c2cc3cc4cc(C)ccc4nc3s2)c1	-6	-10	1.3	11	-2	0.1	-0.3	-0.1	-1	-6
O=C(Nc1ccc(-c2csc(Nc3ccccc3)n2)cc1)c1cc([N+](=O)[O-])cc(C(F)(F)F)c1	5	3	-0.2	38	0	1.9	i	-1.0	·	-31

A section of the results above:
SMILES	CCHF vOTU inh	SSB-PriA inh	BoNT A protease	VHR inh abs	Anthrax LF prot	TcdB inh	Vc quorum ag	PfHsp40 yeast	3CLpro inhibitor	Yp Topo-I inh
Cc1cccc(C)c1NC(=O)CCCN1C(=O)C(c2ccccc2)Oc2cccnc21 (stereo unspecified)	-3	-8	-1.7	-7	-2	0.4	i	-0.3	1	20
COc1ccc(CC(=O)NC(CC(=O)O)c2ccc(OC)cc2)cc1 (stereo unspecified)	6	-9	1.0	-5	-2	·	-1.0	-1.1	10	-3
Cc1cccc(NS(=O)(=O)c2ccc(C)c(C(=O)NCC(c3cccs3)N(C)C)c2)c1 (stereo unspecified)	10	-7	3.1	·	-2	2.0	-1.8	0.4	·	4
CN(C)c1ncc(S(=O)(=O)c2ccccc2)c(-c2ccc(Cl)cc2Cl)n1	-2	-5	?	14	1	·	-2.8	2.8	3	-2
COc1c(Cl)cc(Cl)cc1CNCCNCCO	6	-20	-0.6	28	-3	0.4	3.3	0.6	1	-1
COc1cccc(N2C(=O)CC(N3CCN(S(=O)(=O)c4ccccc4)CC3)C2=O)c1 (stereo unspecified)	11	-13	-0.5	40	-4	·	0.6	0.1	0	-1
Cc1cccc(C(=O)NC(=S)Nc2ccc(S(=O)(=O)N3CCN(C)CC3)cc2)c1	6	6	-0.6	9	-2	·	-0.7	0.6	2	8
O=S(=O)(NCCCN1CCN(c2ccccc2F)CC1)c1cccc2cccnc12	·	0	0.7	9	-2	·	-0.4	-1.0	-1	13
Cc1ccc(C)c(N(CC(=O)NC2CCCC2)C(=O)c2cc3cc4cc(C)ccc4nc3s2)c1	-6	-10	1.3	11	-2	0.1	-0.3	-0.1	-1	-6

Further structures follow.
SMILES	CCHF vOTU inh	SSB-PriA inh	BoNT A protease	VHR inh abs	Anthrax LF prot	TcdB inh	Vc quorum ag	PfHsp40 yeast	3CLpro inhibitor	Yp Topo-I inh
CCN(CC)CCN1C(=O)C2C(C(=O)Nc3cccc(C)c3)C3C=CC2(O3)C1C(=O)NC1CCCC(C)C1C (stereo unspecified)	1	-10	-5.1	26	5	0.4	-0.3	-1.0	0	-11
COc1ccc2nc(Nc3nc(CSc4ccc(C)cc4)cc(=O)[nH]3)nc(C)c2c1	7	-12	0.2	13	-9	0.8	i	0.3	-2	7
S=c1[nH]nc(C23CC4CC(CC(C4)C2)C3)n1Cc1ccco1	-12	8	0.1	40	2	·	i	1.3	2	15
Cc1ccc(C2=NCC(=O)N(CC(=O)N3CCCCC3)c3sc(C)c(C)c32)cc1	-4	-7	?	1	0	·	i	0.6	0	22
CCC(C(=O)NC(C)CCc1ccco1)n1nc(C)n2c(cc3occc32)c1=O (stereo unspecified)	7	-9	-0.5	31	-2	·	-1.0	-1.4	0	9
Cc1cc(=O)oc2cc(OC(=O)C3CCN(C(=O)c4ccc(F)cc4)CC3)ccc12	-175	-3	·	·	·	4.6	i	2.3	·	8
CC1(C(=O)NCC2CCCO2)Oc2cccnc2NC1=O (stereo unspecified)	-13	4	-1.0	5	-1	1.1	3.3	-0.8	1	7
CC1(C)Cc2c(sc(NC(=O)C(=O)NCC3CCCO3)c2C(N)=O)CO1 (stereo unspecified)	8	11	-1.9	17	0	-0.4	i	-1.3	-7	6
COC(=O)c1c(NC(=O)CCCC(=O)O)sc2c1CCC2	-6	73*	-0.7	-16	0	0.7	i	-0.5	-1	-2
CCCNC(=O)Cn1c(-c2ccc(F)cc2)cc(C(=O)OCC)c1C	-5	4	0.9	-20	1	1.0	i	-1.8	2	-1
CCC(=O)Nc1cc(-c2cc3ccccc3oc2=O)ccc1OC	11	-16	-0.4	-7	1	1.2	-0.2	1.3	3	2
O=C(COC(=O)Cc1ccccc1F)Nc1cccc(F)c1	9	-10	-0.1	4	-9	-0.6	-0.9	3.1	5	-4
Cc1nonc1OCCN1CCN(c2ccccc2[N+](=O)[O-])CC1	3	2	-1.1	10	4	1.7	i	1.2	1	-1
CC(C)(C)c1cc(CSC(=S)NC2CCS(=O)(=O)C2)c(Br)c(C(C)(C)C)c1 (stereo unspecified)	-14	-3	-0.9	-7	3	1.3	-0.5	-0.4	4	-6
Cn1nnnc1Sc1ncnc2scc(-c3cccc(Br)c3)c12	7	-4	-0.1	·	-4	0.6	-0.4	4.6	·	3
Oc1c(C=C2N=c3ccccc3=N2)sc(=S)n1-c1ccc2ccccc2c1	-4	4	14	7	21	1.5	0.4	-0.2	-1	0
O=C(NCCC1=CCCCC1)Nc1ccc2nsnc2c1	-12	-29	2.1	4	-7	0.5	i	0.1	1	3
O=C(Cn1nnc(-c2ccc(F)cc2)n1)NC(=O)NC1CCCCC1	11	·	-0.6	·	-3	0.2	i	·	·	9
CC(C)CNC(=O)C1(C)CCN1C(=O)c1ccc(C(C)(C)C)cc1 (stereo unspecified)	-3	·	0.0	·	2	1.0	-0.4	·	·	9
COc1cc(C2C(C(=O)c3ccco3)=C(O)C(=O)N2c2cc(C)on2)cc(Br)c1O (stereo unspecified)	3	-25	-0.3	30	1	·	i	-0.7	1	3
C(=C\c1nc(-c2ccncc2)no1)/c1ccccc1	-7	-13	-0.3	34	-2	0.4	-0.3	1.8	3	6
CCOC(=O)C(CCCP(=O)(c1ccccc1)c1ccccc1)(NC(C)=O)C(=O)OCC	8	10	-0.8	4	19	-0.5	i	-0.8	-3	-3
O=C(CC1SC(=Nc2ccccc2)N(CCCO)C1=O)Nc1ccc(Cl)cc1 (stereo unspecified)	·	-16	-0.2	-1	0	·	-0.3	1.7	6	9
CC[C@@]1(c2ccccc2OC)ON(c2ccccc2C(F)(F)F)C1=O	9	-30	-0.1	·	-4	2.6	-0.7	1.4	·	15
CC1(C)CC(=O)C/C(=N/NC(=O)c2ccc(-c3ccccc3)cc2)C1	-3	·	0.2	22	-1	-0.5	i	-1.2	4	-5
COc1ccc(-c2nc3ccc(Br)cn3c2CC(=O)N2CCCC2)cc1OC	4	·	0.2	·	-1	-0.1	·	·	·	·
O=C(CN1C(=O)NC2(CCCC2)C1=O)Nc1ccc(F)c(Cl)c1	2	7	1.8	2	-6	2.5	-0.5	-2.3	-4	4
CCN(C(=O)COC(=O)CCOc1cc(C)ccc1C)c1c(N)n(Cc2ccccc2)c(=O)[nH]c1=O	-1	-1	0.1	·	2	0.0	-0.6	-0.9	·	16
O=S(=O)(NCc1csc(-c2cccnc2)n1)c1ccc(Br)cc1	10	-5&-8	1.0	35	2	0.3	2.0	1.3	-2	3
O=S(=O)(/N=C(/Nc1cc(N2CCOCC2)ncn1)c1ccc(F)cc1)c1ccccc1	-4&-4	·	0.5&-0.2	4	3&-1	0.5&0.8	-1.0&-0.4	-1.4&-1.7	-2	-2&-1
COCCNc1ncnc2c1ncn2[C@H]1CN(CCN2CCOCC2)C[C@@H](CO)O1	14	·	0.0	·	-1	0.4	-0.7	·	·	0
Cc1ccc(N(C)S(=O)(=O)c2cc3c(cc2C)NC(=O)CO3)cc1	-2	2	-1.4	25	-7	0.7	-0.6	-0.6	5	6
COc1cc(CNCCc2ccc(S(N)(=O)=O)cc2)ccc1OCC(=O)NC(C)(C)C	-13	-5	0.1	10	0	·	-0.1	-2.4	-1	5
Cc1ccc(-c2nnc(NC(=O)c3ccco3)s2)cc1	16	0	0.7	2	-2	-0.4	-0.3	-1.0	-4	-1
CCNC(=S)N1CCn2c(nc3ccccc32)C1	6	1	-0.8	-4	1	·	-0.1	0.5	7	-2
COC(=O)c1cc(C(=O)OC)n(Cc2ccc(Br)cc2)n1	-7	-6	?	15	-2	·	5.4	0.9	-4	10
CN(Cc1cn(C)nc1-c1ccccc1F)CC1CCN(Cc2ccccc2)CC1	-7	-1	0.7	19	3	-1.0	i	-1.1	0	12
Cc1csc(=O)n1CC(=O)Nc1ccc(Cl)cc1F	-4	-10	·	·	·	-0.2	-1.7	0.5	·	0
CCCCn1c(N)c(N(CCOC)C(=O)COC(=O)C(C)Oc2ccc(Cl)cc2)c(=O)[nH]c1=O (stereo unspecified)	5	3	1.4	·	7	-0.1	-1.2	-1.6	·	-2
COc1ccc(C)cc1NC(=O)CN(c1ccccc1F)S(C)(=O)=O	0	2	0.7	11	-5	·	-0.3	0.6	-2	-1
COCCn1cnc2c1c(=O)n(CC(=O)c1ccc3c(c1)OCCO3)c(=O)n2Cc1ccccc1	-11	-5	1.3	13	2	1.5	-0.3	2.8	1	5
COC(=O)[C@]1(Cc2ccccc2)N[C@H](CN(C)C(=O)Nc2ccc(C)cc2)[C@@H]2C(=O)N(C)C(=O)[C@@H]21	-11	-2	0.4	·	4	0.9	i	-1.6	·	9
COC(=O)c1ccc(N2C(=O)CC(N(C)Cc3ccccc3)C2=O)cc1 (stereo unspecified)	4	-3	-0.4	22	0	·	0.3	1.4	-1	-2
